From PubChem
OPRM1-OPRD1 inv: inverse agonists of human mu-delta opioid receptor heterodimerization; AID 504357; P35372+P41143; 340,000 tested, 0.21% active; inhibition, % at 9.3 µM; cell-based MOR-DOR heterodimer luminescence, inverse agonism; in the data active = inhibition above about 22%, passing the limit was not always enough;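 also: 0% = cells with DMSO and 100% = wells without cells with DMSO; values of inactives mirror those of a sister screen read the other way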
Pemphigus Ab inh: inhibitors of pemphigus antibody binding to human desmoglein-3 | P32926 | DSG3-coupled beads, scFv-anti-DSG3-GFP binding, flow cytometry; hits give low values | binding (percent of control), % at 10 µM | 310,000 tested, 0.48% active;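 active = binding more than 3 SD below its plate's average and above zero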;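 also: hits lower antibody fragment binding to DSG3; some compounds called inactive have numbers as strong as hits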
V-ATPase pH: alters yeast V-ATPase proton transport; S. cerevisiae, pHLuorin cytosolic pH fluorescence; response, % at 10 µM; 350,000 tested, 0.37% active; in the data active = response mostly above about 7.3%, no sharp cut-off; inactive = mostly below about 5.4%; also: actives read high; inactives centre near 0; some compounds called inactive have numbers as strong as hits; reference of the scale not given here
OPRM1-OPRD1 ag: agonists of human mu-delta opioid receptor heterodimerization; activation, % at 9.3 µM; 340,000 tested, 0.3% active; cells, OPRM1-OPRD1 heterodimerization, luminescence; P35372+P41143; in the data active = activation above about 18%;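 also: 0% = vehicle-treated cells and 100% = reference agonist; values of inactives mirror those of a sister screen read the other way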
PKA-R2B act: activators of human PKA-R2B complex | P22694+P31323 | PKA-R2B holoenzyme dissociation, Cy5-IP20 fluorescence polarization; R2B truncated from residue 108, S112A mutant; 0% DMSO only, 100% 113 µM cGMP | activation, % at 11.4 µM | 340,000 tested, 0.079% active | AID 504700;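 active = activation above a cutoff set at the mean over all compounds plus 3 SD, cut at about 18% in these data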;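 also: higher means more holoenzyme dissociation and a rise in polarization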
HTR5A ag: activates human HTR5A in OPRM1-OPRD1 agonist counter-screen | HTR5A agonist assay, luminescence, cell-based | activation, % at 9.3 µM | 340,000 tested, 0.61% active; in the data active = activation mostly above about 9.5%, no sharp cut-off; inactive = mostly below about 7.6%;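 also: 0% = cells with vehicle only and 100% = reference agonist; strong numbers were not always called active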
Target sequence (P47898 whole entry, looked up): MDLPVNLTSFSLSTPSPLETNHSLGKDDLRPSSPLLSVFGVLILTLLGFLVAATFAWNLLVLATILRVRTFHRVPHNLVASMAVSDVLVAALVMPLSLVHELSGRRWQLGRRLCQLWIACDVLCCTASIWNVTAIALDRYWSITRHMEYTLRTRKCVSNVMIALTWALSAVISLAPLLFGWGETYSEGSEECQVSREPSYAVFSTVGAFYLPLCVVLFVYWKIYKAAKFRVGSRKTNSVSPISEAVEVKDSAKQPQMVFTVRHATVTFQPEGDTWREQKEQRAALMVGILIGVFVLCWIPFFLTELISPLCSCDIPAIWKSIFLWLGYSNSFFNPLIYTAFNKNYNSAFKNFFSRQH
DAGLB inh: diacylglycerol lipase beta (human) inhibition; Q8NCG7; HEK293T DAGLB membrane lysate, EnzChek fluorogenic substrate; inhibition, % at 5.17 µM; 340,000 tested, 0.059% active; AID 504411; in the data active = inhibition above about 34%;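 also: 0% = enzyme with vehicle and 100% = wells lacking enzyme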
Target sequence (Q8NCG7 whole entry, looked up): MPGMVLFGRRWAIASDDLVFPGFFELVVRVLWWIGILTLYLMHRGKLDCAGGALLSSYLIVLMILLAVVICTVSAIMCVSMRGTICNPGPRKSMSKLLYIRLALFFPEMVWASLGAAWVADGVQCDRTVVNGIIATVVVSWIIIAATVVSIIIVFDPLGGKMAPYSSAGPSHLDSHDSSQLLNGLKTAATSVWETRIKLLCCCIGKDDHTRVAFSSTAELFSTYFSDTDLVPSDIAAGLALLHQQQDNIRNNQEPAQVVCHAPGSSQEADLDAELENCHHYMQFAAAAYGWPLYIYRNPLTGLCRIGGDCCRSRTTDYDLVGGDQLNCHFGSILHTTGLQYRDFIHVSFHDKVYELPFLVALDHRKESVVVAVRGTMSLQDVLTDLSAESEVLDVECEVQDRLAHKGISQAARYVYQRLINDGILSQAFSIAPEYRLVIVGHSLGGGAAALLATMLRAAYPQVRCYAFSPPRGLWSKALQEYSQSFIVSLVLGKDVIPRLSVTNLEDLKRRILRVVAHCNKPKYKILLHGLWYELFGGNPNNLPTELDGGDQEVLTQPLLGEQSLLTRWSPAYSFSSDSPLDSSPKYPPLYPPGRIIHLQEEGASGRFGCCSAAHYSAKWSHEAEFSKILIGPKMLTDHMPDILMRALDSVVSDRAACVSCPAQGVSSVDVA
PKA-R1A activ: activates the PKA-R1A holoenzyme complex. PKA-R1A dissociation, Cy5-IP20 fluorescence polarization; scaled: DMSO 0%, 113 µM cGMP 100%. activation, % at 11.4 µM. 340,000 tested, 0.083% active. AID 504707;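 active = percent activation above the mean of all tested compounds plus 3 SD, cut at about 19% in these data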;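 also: higher means more PKAc released from R1A so a rise in polarization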
HTR5A inv ctr: HTR5A inverse agonism, opioid heterodimer counter-screen; P47898; HTR5A cell line, luminescence; inhibition, % at 9.3 µM; 340,000 tested, 0.083% active; AID 504634; in the data active = inhibition mostly above about 23%, no sharp cut-off; inactive = mostly below about 18%;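 also: 0% = cells with DMSO and 100% = no-cell wells with DMSO; some compounds called inactive have numbers as strong as hits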
Arr AP2 block: inhibitors of human beta-arrestin and AP2 interaction | inhibition, % at 10 µM | 340,000 tested, 0.31% active | AID 504490 | FITC-arrestin peptide / GST-AP2 beads, flow cytometry; AP2 beta2 appendage carries R879A mutation;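 active = inhibition above a set limit, near 3 SD of compounds lacking own fluorescence, cut at about 54% in these data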;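 also: plate controls were DMSO wells for no effect and 5 µM unlabelled arrestin peptide for full effect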
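System: GST-tagged AP2 beta2-adaptin appendage (R879A) on 4 µm glutathione beads / Reagent: FITC-arrestin peptide, 50 nM / Detection: HyperCyt-sampled flow cytometry, FL1 channel, ex 488/em 535 nm / Timing: 12 min plus 1 h, RT / Buffer or medium: PBS plus Tween 20 (0.05%) and BSA (0.1%)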
* hit, by the source's call; x = not tested or not shown. Outcome played no part in choosing rows, and some 2.4% of all compounds hit somewhere here.

SMILES	OPRM1-OPRD1 inv	Pemphigus Ab inh	V-ATPase pH	OPRM1-OPRD1 ag	PKA-R2B act	HTR5A ag	DAGLB inh	PKA-R1A activ	HTR5A inv ctr	Arr AP2 block
CN(C)c1ccnc(SCc2ccccc2Cl)c1C#N	-4	101	5	0.6	5	3	-4	0	9	10
COc1ccc(OC)c(NC(=O)COC(=O)CNC(=O)c2ccc(OC)c(OC)c2)c1	-25	96	-1	5.7	0	-4	1	-6	11	1
Cc1sc2nc(CN3CCN(S(=O)(=O)c4cccc5nonc45)CC3)[nH]c(=O)c2c1C	-2	96	3	0.3	-10	-1	-1	0	5	10
COc1ccc(NC(=O)CN2C(=O)C(C)Oc3ccc(C)cc32)cc1 (configuration not stated)	6	106	3	-1.1	6	1	-3	-14	-2	13
C#CCNC(=O)C1=C[C@@H](C2CC2)C[C@@H](OCCCCO)O1	14	98	-3	-2.5	-14	0	-3	4	-17	-4
CC1CCN(S(=O)(=O)c2ccc(C(=O)Nc3nnc(-c4ccncc4)o3)cc2)CC1	-3	89	-1	0.5	-5	3	4	-10	-8	0
Cc1c(C(=O)NCCN2C(=O)S/C(=C\c3cccnc3)C2=O)cccc1[N+](=O)[O-]	-1	89	0	0.3	-6	8	0	-10	-30	1
CC(C)C(NC(=S)Nc1ccccc1)C(=O)O (configuration not stated)	4	93	-2	-0.8	9	3	-1	4	-9	2
C/C=C/c1ccc(OCCCCn2cncn2)c(OC)c1	6	x	2	-1.1	10	2	0	4	-10	28
CC(OC(=O)c1ccc2c(c1)OCO2)C(=O)NC1CCCCC1 (configuration not stated)	x	105	-5	x	6	x	-2	-9	x	x
CCOc1ccc(S(=O)(=O)NCCOC)cc1C	8	100	-2	-1.6	-1	2	-1	-5	-7	-2
CCOc1ccc(C(=O)CC(C(=O)O)N2CCCCC2)cc1 (configuration not stated)	12	x	-2	-3.0	19*	10	0	-5	-29	-11
COc1ccc(-c2csc(NC(=O)CCNC(=O)c3ccco3)n2)cc1OC	9	94	-7	-2.2	-10	1	2	2	-3	-4
CCOC(=O)N1CCN(C(=O)c2ccccc2NS(=O)(=O)c2ccc(C)cc2)CC1	14	100	1	-2.0	-6	3	0	-2	-19	22
COc1ccc(CN(C(=O)CSc2nnc(-c3ccc(F)cc3)o2)c2ccc(F)cc2)cc1	-14	98	5	2.5	6	7	-13	-10	-18	1
COc1ccc(NC(=O)CC2SC(N3CCOCC3)=NC2=O)cc1OC (configuration not stated)	-2	101	-1	0.6	-5	2	-7	-3	11	6
CCCCC[C@@H](/C=C/C1C(=O)C=C[C@H]1C/C=C\CCCC(=O)O)OC(C)=O (some centres not stated)	15	108	0	-3.2	-18	4	1	-18	-13	-19
O=C(CNc1cc([N+](=O)[O-])ccc1NCCO)Nc1cccc(S(=O)(=O)N2CCCCC2)c1	10	x	1	-2.4	-7	4	12	-9	-11	3
CCOc1ccc(-n2c(=O)c3sccc3n(CC(=O)NCC3CCCO3)c2=O)cc1 (configuration not stated)	14	x	-4	-2.2	2	-2	1	-7	9	-19
CCc1ccccc1NC(=S)N(CCN1CCCCCC1)Cc1ccco1	17	x	-3	-3.8	-2	-1	0	8	3	54
Cc1cc(OCc2cc(C(=O)N(C)C3CCOCC3)no2)cc(C)c1Cl	15	x	2	-2.9	-7	1	-4	-14	14	37
CC(=O)[C@@H]1[C@@H](C(=O)c2ccc(F)cc2)[C@]2(C(=O)Nc3ccccc32)[C@H]2C=Cc3cc(F)ccc3N12	7	77	-2	-1.3	7	-1	3	-5	1	9
Cc1onc2c(=O)n(-c3ccccc3)nc(-c3ccccc3)c12	12	113	3	-2.5	-14	-5	-4	-4	0	13
CCOc1ccc2[nH]c(=O)c(CN(Cc3ccccc3OC)C(=O)c3ccccc3)cc2c1	7	98	-3	-1.3	-6	-7	1	-3	-16	19
CN1CCCN(c2ncnc3scc(-c4ccc(F)cc4)c23)CC1	7	110	1	-1.0	11	4	-5	-7	-16	-4
SMILES	OPRM1-OPRD1 inv	Pemphigus Ab inh	V-ATPase pH	OPRM1-OPRD1 ag	PKA-R2B act	HTR5A ag	DAGLB inh	PKA-R1A activ	HTR5A inv ctr	Arr AP2 block
CC(CCn1cccn1)NC(=O)CCc1nnc(C2CCCCC2)o1 (configuration not stated)	8	105	-3	-1.4	-5	1	-1	-5	1	12
CCCCC(=O)NC(c1ccc(N(CC)CC)cc1)c1ccc2cccnc2c1O (configuration not stated)	0	108	4	-0.1	4	-1	4	-9	4	13
CCOC(=O)C1=C(COC(=O)Cc2ccc(Cl)cc2)NC(=O)NC1C (configuration not stated)	-21	x	5	5.1	-3	-8	-1	0	19	4
CCOC(=O)c1cnc(SCC(=O)NCc2ccco2)nc1N	15	98	3	-2.8	0	-2	-2	-1	-23	12
COc1ccc(C(CC(=O)Nc2ccc(Cl)cc2F)NC(=O)C(F)(F)F)cc1 (configuration not stated)	-12	91	-5	2.8	-3	1	-2	-6	-2	-9
Cc1cccc(N(C(=O)Cn2nnc3ccccc32)C(C(=O)NC(C)(C)C)c2ccsc2)c1C (configuration not stated)	6	99	3	-1.0	1	3	-2	-6	-1	21
CCOC(=O)c1nnc(-c2ccc(C)cc2)nc1N1CCSCC1	15	88	4	-3.0	-4	-1	-2	-5	7	2
Cc1ccc(C(=O)N/C(=C\c2sccc2C)C(=O)NCCCN2CCOCC2)cc1	1	110	3	-0.2	-4	-4	0	-4	2	-4
CNC(=S)N1CCN(c2ccc([N+](=O)[O-])cc2)CC1	16	101	1	-3.6	-3	0	0	-7	0	-2
CCOC(=O)C1CCN(CC(=O)Nc2c(C(=O)OC)[nH]c3cccc(Cl)c23)CC1	5	101	-2	-1.0	-2	1	0	-1	-8	11
CCNC(=O)CN(c1ccc(F)cc1)S(=O)(=O)c1ccc2c(c1)OCCO2	-23	105	0	2.9	2	0	-2	-2	0	7
O=C(Cn1ncn2c(cc3ccccc32)c1=O)NCCCc1ccccc1	-3	101	-1	0.6	-9	-1	4	6	2	-5
CCn1cc(CNCc2cn(C)nc2-c2ccc(C3CCCCC3)cc2)cn1	-18	x	-4	4.0	0	1	2	3	-3	7
Cc1ccc(Cn2c(C3CCCN3c3nc(-c4ccc(F)cc4)cs3)nc3cc(C(=O)NCCCO)ccc32)cc1 (configuration not stated)	-36	104	-2	7.8	6	1	9	-8	-27	1
N#CNC(=Nc1ccccc1F)SCc1ccc(C(=O)O)cc1	6	98	-3	-1.1	14	5	0	5	-14	3
Cc1cc(Cl)c2oc(C(=O)N3CCOCC3)c(C)c2c1	x	99	-2	x	-5	x	-7	5	x	x
C=CCOc1ccc(/C=C/C(=O)OCC(=O)NCC2CCCCC2)cc1	-13	101	0	2.1	-11	9	-3	4	-27	-4
Nc1ccc2nc(CCCO)[nH]c2c1	-8	102	-1	1.6	3	2	1	-1	0	-1
NS(=O)(=O)c1ccc(CNC(=O)NC23CC4CC(CC(C4)C2)C3)cc1	16	98	2	-3.0	1	4	0	-6	-8	0
O=C(Cn1c(CN2CCCCC2)nc2ccccc2c1=O)Nc1ccccc1	0	96	-4	0.1	-5	-3	-2	-8	21	8
O=C1CC(N2CCN(c3ccccc3)CC2)C(=O)N1c1ccc2c(c1)OCO2 (configuration not stated)	15	106	1	-3.0	-1	7	0	0	-14	-12
CCOC(=O)CN(c1cccc(C(C)=O)c1)S(C)(=O)=O	11	101	-3	-2.1	-6	5	-1	-4	10	11
O=C(Nc1cccc(C(=O)O)c1)/C(=C\c1ccc2c(c1)OCO2)NC(=O)c1ccccc1Cl	17	110	-2	-3.3	6	0	1	7	-6	5
O=C1c2ccccc2NC(c2cn[nH]c2-c2ccc(Cl)cc2)N1O (configuration not stated)	-18	x	1	3.5	-2	0	7	0	0	5
O=C(NCCc1ccc(F)cc1)c1ccc(S(=O)(=O)N2CCCCC2)cc1	-3	103	-4	0.5	-6	-3	-1	4	7	7
SMILES	OPRM1-OPRD1 inv	Pemphigus Ab inh	V-ATPase pH	OPRM1-OPRD1 ag	PKA-R2B act	HTR5A ag	DAGLB inh	PKA-R1A activ	HTR5A inv ctr	Arr AP2 block
CCCCCC1CCC(C(=O)N2CCOCC2)CC1 (configuration not stated)	10	111	0	-1.9	-6	1	-2	-17	15	-19
O=C(Cn1cnc2c(nnn2Cc2ccc(F)cc2)c1=O)NCc1ccco1	4	98	-2	-0.6	-5	5	2	8	8	5
Nn1c(SCC(=O)Nc2nccs2)nnc1C1CC1	26	107	4	-8.0	-9	1	-1	-4	0	23
COc1ccc(/C=N\N2CCN(Cc3ccccc3Cl)CC2)cc1	-12	115	6	2.4	-2	3	-4	-3	-18	47
O=C1COc2ccc(S(=O)(=O)NCCc3ccc(Cl)cc3)cc2N1	-33	103	-77	4.7	5	0	5	-10	-34	-8
CCOc1ccc(Br)cc1CSC(=N)N	-5	96	-2	1.0	-1	0	0	4	2	39
CCOC(=O)C1CCCN(C(c2ccccn2)c2c(C)[nH]c3ccccc23)C1 (configuration not stated)	5	113	4	-0.7	4	-6	-1	4	17	-1
COc1ccc(OC)c(NC(=O)COC(=O)COc2ccc(Nc3ccccc3)cc2)c1	-6	92	-3	1.1	-10	-3	4	7	11	1
O=C(COC(=O)c1cc(S(=O)(=O)NCc2ccccc2)ccc1O)c1cc2ccccc2o1	41*	96	1	-7.6	-2	-3	1	-5	9	18
CC(NC(=O)Cc1ccc(Br)cc1)c1ccccc1 (configuration not stated)	18	100	-4	-3.9	4	1	-2	-8	-3	51
Nc1ccc2c(c1)Cc1cc(N)c(Br)cc1-2	-8	90	0	1.7	-12	1	5	-2	-4	20
O=C(NCCc1ccccc1)c1ccco1	15	101	-2	-3.1	9	-4	-2	-9	11	3
CCN(CC(=O)Nc1c(F)cccc1F)C(=O)Cn1c(=O)cnc2ccccc21	9	x	3	-2.1	-1	0	2	-10	0	6
COc1ccc(S(=O)(=O)NC2(C(F)(F)F)N=C3SCCN3C2=O)cc1 (configuration not stated)	4	99	-2	-0.7	-4	4	-2	1	-68	0
CC(=O)Nc1ccc(S(=O)(=O)Nc2ccc(C(=O)NCC(=O)O)cc2)cc1	21	94	-2	-3.9	-4	1	0	1	-4	-36
Cc1ccccc1NC(=O)CSc1nc2scc(C)c2c(=O)[nH]1	10	109	5	-1.9	2	2	5	-2	-6	13
CCN(CC)CC(=O)Nc1sc2c(c1C(=O)c1ccccc1OC)CCC2	-16	92	2	3.5	-3	11*	-6	4	-29	31
O=C1CCCN1CC(O)CS(=O)(=O)Cc1ccc(Cl)cc1Cl (configuration not stated)	10	105	-2	-1.9	1	4	0	1	-16	6
